Screening results from PubChem BioAssay.
Spn DPM-DC inh = S. pneumoniae DPM-DC inhibition | purified DPM-DC, PK/LDH coupled NADH fluorescence | calls only at 10 µM | hit rate 0.49% among 65,000 | AID 556;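 active = the 320 compounds with the highest percent inhibition in the single-dose primary screen, excluding strongly autofluorescent ones, cut at about 32% in these data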;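 note: kinetic rate of NADH fluorescence loss reporting ADP formed by the decarboxylase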
Bfl-1 displacement = displacement of Bid BH3 peptide from Bfl-1 – biochemical, fluorescence polarization, FITC-Bid, mouse, primary screen (AID 432). hit rate 0.02% among 64,000. FITC-Bid BH3 peptide fluorescence polarization displacement; higher % means a stronger effect. displacement, % at 20 µM, or IC50 in µM where a hit was titrated; in the data active = a potency from the dose series; inactive = the rest, 99 in 100 with displacement below about 15%; note: strong numbers were not always called active
HT1080 viability = HT1080 cell viability loss – fluorescence readout (AID 620); HT1080 viability, fluorescence; higher % means a stronger effect; cytotoxicity, % at 10 µM; hits with a dose series show EC50 in µM; hit rate 0.42% among 87,000;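 note: cells exposed to compound overnight then 4 h with Alamar Blue; 0% = vehicle DMSO and 100% = killing control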
LYP inhibition = LYP phosphatase inhibitors, primary screen, biochemical, DiFMUP fluorescence, recombinant catalytic domain, 10 µM (AID 606) | 52,000 tested, under 10 active | inhibition, % at 10 µM; hits with a dose series show IC50 in µM | recombinant LYP catalytic domain, DiFMUP fluorescence; higher % means a stronger effect;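 active = IC50 under 40 µM in the dose-response test; inactive = IC50 of 40 µM or more, or never dose-tested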
HPDE-C7 cytotoxicity = cytotoxicity in HPDE-C7 cells, cell-based, fluorescence, HTS (AID 430); HPDE-C7 pancreatic duct cells viability, fluorescence; higher % means a stronger effect; cytotoxicity, % at 10 µM; hits with a dose series show EC50 in µM; hit rate 1.8% among 63,000;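 note: cells exposed to compound for 48 hours before viability readout; 0% = vehicle and 100% = reference cytotoxic drug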
Spn PMK inh = blocks S. pneumoniae phosphomevalonate kinase; purified PMK, PK/LDH-coupled NADH absorbance 340 nm; inhibition, % at 10 µM; hit rate 0.49% among 65,000;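 active = top-ranked compounds by inhibition in the single 10 µM screen, taking a fixed number of the strongest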;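 note: 0% = full reaction with DMSO carrier and 100% = background rate without enzyme reaction; no value below 0 was filed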
Alkaline phosphatase = inhibition of tissue-nonspecific alkaline phosphatase – biochemical, luminescent (AID 518). hit rate 0.09% among 64,000. one-dose inhibition, % at 20 µM; IC50 in µM for titrated hits. purified TNAP enzyme, luminescent substrate readout; higher % means a stronger effect; in the data active = a potency from the dose series; inactive = the rest, 99 in 100 with inhibition below about 22%;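 note: plate controls were vehicle for no effect and reference inhibitor for full effect; many of its hits are not listed in these tables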
Spn MK inh = blocks S. pneumoniae mevalonate kinase; inhibition, % at 10 µM; hit rate 0.48% among 65,000; purified MK, PK/LDH-coupled NADH absorbance 340 nm; AID 555;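 active = ranked among the strongest by inhibition in the single 10 µM screen, a fixed top-ranked set picked for dose follow-up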; note: no value below 0 was filed
HPDE-C7K KRASV12 = viability loss of HPDE-C7K cells – cell-based, fluorescence, HTS, primary screen (AID 431); HPDE-C7K KRASV12 cells, Alamar Blue viability, 48 h; higher % means a stronger effect; cytotoxicity, % at 10 µM; hits with a dose series show EC50 in µM; hit rate 1.7% among 63,000;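 active = compounds whose percent cytotoxicity in the single-dose primary screen, scaled between solvent and toxic-drug controls, exceeds 50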;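 note: 0% = DMSO solvent wells and 100% = doxorubicin-treated wells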
Spn PMK inh pilot replicates = further read-out of Spn PMK inh, marked with its call; inhibition, %; measured here: pilot screen replicates
Spn MK inh pilot replicates = recorded beside Spn MK inh, whose call it bears; inhibition, %; measured here: pilot screen replicates
Spn DPM-DC inh pilot screen % = also measured in Spn DPM-DC inh; calls as there; inhibition, %; measured here: pilot screen trials
The depositor's hits bear a star; i = inactive; . = no result given. Cut-off read from the data, not from the text of the source, unless noted: active = cytotoxicity above about 50%; inactive = the rest.

SMILES	Spn DPM-DC inh	Bfl-1 displacement	HT1080 viability	LYP inhibition	HPDE-C7 cytotoxicity	Spn PMK inh	Alkaline phosphatase	Spn MK inh	HPDE-C7K KRASV12	others
CCOc1cccc(C(=O)Nc2ccccc2OC(F)F)c1	i	-1%	.	-3%	-1%	10	5%	4	-8%
CC(NC(=O)CC12CC3CC(CC(C3)C1)C2)C(=O)O (stereo not drawn)	i	3%	4%	15%	3%	0	4%	9	16%
CCC(=O)c1ccccc1OCCN1C(=O)NC(C)(C)C1=O	i	2%	6%	4%	9%	3	8%	6	-8%
O=C(Nc1ccc2c(c1)OCO2)c1cccc2c1C(=O)N(C1CCCCC1)C2	i	-12%	-11%	.	2%	8	0%	7	-7%
CC1CCN(CCCNC(=O)c2cn(C)c3ccc(S(=O)(=O)N4CCCC4)cc3c2=O)CC1	i	0%	2%	-4%	-9%	14	10%	6	-3%	Spn PMK inh pilot replicates=3.5;Spn MK inh pilot replicates=0.0;Spn DPM-DC inh pilot screen %=3.5
c1ccc(-c2csc3ncnc(NCCN4CCOCC4)c23)cc1	i	1%	1%	5%	-8%	4	3%	14	-2%
Cc1cc(C)n(-c2nc3ccccc3c(=O)n2OCC(=O)OCc2ccccc2)n1	i	-2%	26%	6%	-3%	3	7%	7	-1%
Cc1nn(C)cc1C(N)=O	i	-5%	0%	8%	0%	5	4%	5	-3%
Cc1ccc(C)c2[nH]c(=O)c(CN(Cc3ccco3)C(=O)Nc3ccccc3)cc12	i	-4%	-11%	.	38%	15	10%	6	49%
O=C(NCCC1=CCCCC1)C1COc2ccccc2O1 (stereo not drawn)	i	-3%	-11%	6%	-5%	12	4%	4	-4%
CCOC(=O)N1CCN(C(=O)CN(c2cc(C(F)(F)F)ccc2Cl)S(C)(=O)=O)CC1	i	6%	1%	9%	-12%	3	4%	9	-17%
CCS(=O)(=O)N1CCC(NC(=O)C2CCCCC2)CC1	i	-2%	8%	.	0%	5	3%	1	-8%
NC(=O)c1c(NC(=O)c2cccs2)sc2c1CCCCCC2	i	6%	8%	6%	46%	0	21%	8	58%*
CCOC(=O)N1CCC(N2C(=O)c3ccccc3C2Nc2cc(OC)c(OC)c(OC)c2)CC1 (stereo not drawn)	i	1%	3%	2%	-10%	3	8%	2	-5%
O=C(CSc1nnc(-c2ccccc2)o1)OCc1ccccc1	i	0%	7%	14%	-4%	0	7%	8	6%
O=C(CCCNS(=O)(=O)c1cccc2nsnc12)N1CCCCC1	i	7%	-4%	6%	-13%	23	8%	0	-14%
CCN(C(=O)CSc1nnc(Cn2nnc3ccccc32)o1)c1nc(-c2ccccc2)cs1	i	-1%	6%	6%	-8%	8	12%	2	0%
Cc1ccc(NC(=O)c2ccccc2F)nc1	i	7%	-3%	5%	-1%	11	12%	9	-4%	Spn PMK inh pilot replicates=2.0;Spn MK inh pilot replicates=0.0;Spn DPM-DC inh pilot screen %=3.5
COc1ccccc1S(=O)Cc1ccc(C(=O)NCCc2ccc(Cl)cc2)o1 (stereo not drawn)	i	3%	-10%	-1%	-8%	1	9%	7	-5%
COc1cc(N)ccc1Cc1ccc(N)cc1OC	i	-1%	10%	.	0%	15	5%	8	5%
CCS(=O)(=O)NCc1ccc2[nH]c3c(c2c1)CCCC3	i	6%	-4%	0%	-23%	7	9%	5	-18%
C=CCSc1nc(N)c(C#N)c(-c2ccccc2)c1C#N	i	-4%	-3%	-13%	4%	0	13%	6	7%
CCOc1ccccc1NC(=O)Cn1c(=O)n(CCC(=O)NC2CCCC2)c(=O)c2ccccc21	i	-3%	.	.	-2%	18	5%	1	-6%
O=C(c1ccco1)N(CCCN1CCOCC1)c1nc(-c2ccc(Cl)cc2)cs1	i	-7%	-5%	-12%	0%	6	10%	5	13%
CCN1CCCC1CN=Cc1c(O)n(-c2ccccc2)c(=O)c2ccccc12 (stereo not drawn)	i	-4%	-2%	13%	-10%	6	16%	2	9%	Spn PMK inh pilot replicates=0.0;Spn MK inh pilot replicates=0.0;Spn DPM-DC inh pilot screen %=3.0
Cc1nn(-c2ccc(F)cc2)c2nc(N)c(C#N)c(-c3cccs3)c12	i	-6%	-10%	.	-2%	8	6%	7	2%	Spn PMK inh pilot replicates=0.5;Spn MK inh pilot replicates=2.5;Spn DPM-DC inh pilot screen %=5.0
COCCn1nnnc1C(c1ccc(OC)c(OC)c1)N1CCN(c2nc3ccccc3s2)CC1 (stereo not drawn)	i	-6%	-20%	-2%	-8%	.	0%	7	-13%
Cc1cc(C)c(C(=O)CSc2n[nH]c(=O)n2C2CC2)cc1C	i	0%	1%	11%	-3%	16	-3%	4	-16%
O=C(O)C1CSC(CCc2ccccc2)N1 (stereo not drawn)	i	-2%	-12%	.	-2%	6	-11%	2	-3%
CCOC(=O)CNC(=O)CSc1nnc(-c2ccco2)n1Cc1ccco1	i	-8%	1%	8%	.	0	11%	1	.
CC1CC(C)CN(Cc2nc3c(c(=O)n(C)c(=O)n3C)n2CCN2CCOCC2)C1 (stereo not drawn)	i	29%	-5%	.	1%	2	7%	0	4%
COc1cccc(C(=O)Nc2ccc3nc(N4CCOCC4)cc(C)c3c2)c1	i	7%	8%	-7%	44%	4	4%	1	31%
CN(CC(=O)NCCN1CCCCCC1)S(=O)(=O)c1cccc2nsnc12	i	-6%	4%	-3%	2%	22	8%	0	8%
Cc1oc(/N=C/c2ccc(Cl)cc2)c(C#N)c1C	i	-2%	23%	.	-20%	0	8%	7	-27%
COc1ccc(CC(=O)Nc2c3c(nn2-c2ccccc2C)CS(=O)C3)cc1 (stereo not drawn)	i	.	4%	9%	.	16	.	13	.
CC(=O)C1=C(C)NC(SCC(N)=O)=C(C#N)C1c1cccnc1 (stereo not drawn)	i	11%	3%	3%	-9%	11	4%	7	-3%
CS(=O)(=O)N1CCc2cc(S(=O)(=O)Nc3ccc4oc5c(c4c3)CCCC5)ccc21	i	3%	0%	1%	80%*	0	11%	4	85%*	Spn PMK inh pilot replicates=5.5;Spn MK inh pilot replicates=4.0;Spn DPM-DC inh pilot screen %=2.0
O=C(CSc1nnnn1C1CCCC1)Nc1ccc2c(c1)OCO2	i	-8%	26%	.	17%	6	13%	0	17%
CCCC(C)NS(=O)(=O)c1ccccc1 (stereo not drawn)	i	0%	0%	-25%	-4%	14	15%	13	-7%
COc1cc(OC)cc(-n2nnnc2SCC(=O)N2CCCC2)c1	i	-3%	-5%	15%	-7%	1	7%	8	-16%	Spn PMK inh pilot replicates=1.5;Spn MK inh pilot replicates=1.0;Spn DPM-DC inh pilot screen %=0.0
COC(=O)c1cc(NC2c3ccccc3C(=O)N2CCN2CCOCC2)cc(C(=O)OC)c1 (stereo not drawn)	i	-5%	11%	0%	-20%	6	0%	2	-10%
CCOC(=O)c1oc2nc3c(cc2c1N)COC(C)(C)C3	i	5%	1%	2%	0%	6	7%	11	6%
CCOC(=O)c1c(N)sc(C(=O)N2CCCC(C(N)=O)C2)c1C (stereo not drawn)	i	2%	-6%	.	-4%	4	6%	0	-3%
O=C(C1=C(O)C(=O)N(CCN2CCOCC2)C1c1cccnc1)c1cc2ccccc2o1 (stereo not drawn)	i	-1%	-2%	1%	-6%	6	10%	0	5%
Cc1nn(Cc2ccccc2Cl)c2sc(C(=O)NCCCn3ccnc3)cc12	i	-2%	0%	.	12%	0	3%	0	22%
N#CC1=C(N)Oc2n[nH]c(-c3ccc(F)cc3)c2C1c1cccnc1 (stereo not drawn)	i	3%	.	7%	5%	0	13%	6	-4%
CCCCC1CCC(c2nc(-c3ccccn3)no2)CC1 (stereo not drawn)	i	-3%	-3%	.	-3%	20	0%	6	7%
O=S(=O)(c1cccc(-c2nnc(SCc3ccc(Cl)cc3)o2)c1)N1CCCCC1	i	-6%	-6%	-12%	-3%	12	15%	9	4%
COc1cccc(-c2csc(NC(C)=O)n2)c1	i	-2%	9%	-1%	-1%	12	5%	24	4%
Nn1c(CSc2nc3ccccc3o2)nnc1CSc1nc2ccccc2o1	i	6%	6%	4%	-4%	15	19%	9	1%	Spn PMK inh pilot replicates=5.0;Spn MK inh pilot replicates=0.5;Spn DPM-DC inh pilot screen %=0.0
Cc1ccc(-c2nc(=S)c3c(n2Cc2ccco2)CCCC3)cc1	i	4%	-5%	2%	-11%	0	3%	6	-11%	Spn PMK inh pilot replicates=2.0;Spn MK inh pilot replicates=5.0;Spn DPM-DC inh pilot screen %=10
CN(C)C(CNC(=O)CCCc1c[nH]c2ccccc12)c1ccco1 (stereo not drawn)	i	4%	9%	11%	6%	10	10%	0	0%
CCOP(C)(=O)C1(C(=O)OCc2ccccc2)CC1 (stereo not drawn)	i	-12%	-4%	0%	-5%	1	9%	3	-8%

Taken from the listing (12 entries):
SMILES	Spn DPM-DC inh	Bfl-1 displacement	HT1080 viability	LYP inhibition	HPDE-C7 cytotoxicity	Spn PMK inh	Alkaline phosphatase	Spn MK inh	HPDE-C7K KRASV12	others
CCCC(C)NS(=O)(=O)c1ccccc1 (stereo not drawn)	i	0%	0%	-25%	-4%	14	15%	13	-7%
COc1cc(OC)cc(-n2nnnc2SCC(=O)N2CCCC2)c1	i	-3%	-5%	15%	-7%	1	7%	8	-16%	Spn PMK inh pilot replicates=1.5;Spn MK inh pilot replicates=1.0;Spn DPM-DC inh pilot screen %=0.0
COC(=O)c1cc(NC2c3ccccc3C(=O)N2CCN2CCOCC2)cc(C(=O)OC)c1 (stereo not drawn)	i	-5%	11%	0%	-20%	6	0%	2	-10%
CCOC(=O)c1oc2nc3c(cc2c1N)COC(C)(C)C3	i	5%	1%	2%	0%	6	7%	11	6%
CCOC(=O)c1c(N)sc(C(=O)N2CCCC(C(N)=O)C2)c1C (stereo not drawn)	i	2%	-6%	.	-4%	4	6%	0	-3%
O=C(C1=C(O)C(=O)N(CCN2CCOCC2)C1c1cccnc1)c1cc2ccccc2o1 (stereo not drawn)	i	-1%	-2%	1%	-6%	6	10%	0	5%
Cc1nn(Cc2ccccc2Cl)c2sc(C(=O)NCCCn3ccnc3)cc12	i	-2%	0%	.	12%	0	3%	0	22%
N#CC1=C(N)Oc2n[nH]c(-c3ccc(F)cc3)c2C1c1cccnc1 (stereo not drawn)	i	3%	.	7%	5%	0	13%	6	-4%
CCCCC1CCC(c2nc(-c3ccccn3)no2)CC1 (stereo not drawn)	i	-3%	-3%	.	-3%	20	0%	6	7%
O=S(=O)(c1cccc(-c2nnc(SCc3ccc(Cl)cc3)o2)c1)N1CCCCC1	i	-6%	-6%	-12%	-3%	12	15%	9	4%
COc1cccc(-c2csc(NC(C)=O)n2)c1	i	-2%	9%	-1%	-1%	12	5%	24	4%
Nn1c(CSc2nc3ccccc3o2)nnc1CSc1nc2ccccc2o1	i	6%	6%	4%	-4%	15	19%	9	1%	Spn PMK inh pilot replicates=5.0;Spn MK inh pilot replicates=0.5;Spn DPM-DC inh pilot screen %=0.0
